TR SRC2 fluor cs = counter-screen for TRb-SRC2 inhibitors: fluorescence interference. AID 1479. Potency, µM (titrated, usually from 106 µM), without a hit: at the highest dose fluorescence change, negative = quenching. TRb/SRC2 Texas Red total fluorescence interference. 280,000 tested, 0.29% active; active means well fitted curve in either direction with a large enough effect; inconclusive means small, poorly fitted or top-dose-only effect
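Human TRβ ligand-binding domain (0.6 uM) and Texas Red SRC2 peptide (20 nM) in Tris buffer with 1 uM T3 and 5% DMSO were incubated with pinned compound for 5 hr at ambient temperature. Total fluorescence was computed as S + 2P (555/632 nm).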
Tau fibril FP = tau fibrillization inhibition (FP); P10636; 280,000 tested, 0.39% active; Potency, µM (highest dose often 57.7 µM), without a hit: at the highest dose activity, negative = inhibition, hits mostly inhibitors; K18 P301L tau heparin fibrillization, Alexa594 FP, 6 h; further: nearly all actives have a fitted effect of over 55% in size
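FP of Alexa 594-tau after heparin (20 uM) induction. Substrate: human K18 P301L, 15 uM unlabeled, 0.24 uM labeled. Buffer 100 mM sodium acetate pH 7. 6 hr, 37 C.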
Tau ThT inhib = blocks human tau fibril formation measured by thioflavin T; AID 1460; P10636; 270,000 tested, 2.1% active; Potency, µM (top dose mostly 57.4 µM), for inactives: at the highest dose activity, negative = inhibition, most hits filed as inhibitors; recombinant tau K18 P301L, heparin-induced fibrillization, ThT fluorescence; further: nearly all actives have a fitted effect of over 55% in size
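Fibril formation assay: tau K18 P301L at 15 uM with trace Alexa 594 label, heparin inducer 20 uM, pH 7 sodium acetate buffer, 37 C for 6 hr; endpoint ThT signal.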
ALDH1A1 block = blocks purified human ALDH1A1 activity; Potency, µM (highest dose often 75.3 µM), for the others: at the highest dose activity, negative = inhibition, most hits filed as inhibitors; 220,000 tested, 7.3% active; AID 1030; Purified ALDH1A1, NADH fluorescence, propionaldehyde substrate; active means well fitted inhibition curve with a large enough effect, not every such curve was filed as active; inconclusive means small, poorly fitted or top-dose-only effect, or another doubt; inactive means no such curve, though single readings can be large or run the other way;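 further: plate controls were no enzyme wells and a reference inhibitor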
Target sequence (P00352 whole entry, looked up): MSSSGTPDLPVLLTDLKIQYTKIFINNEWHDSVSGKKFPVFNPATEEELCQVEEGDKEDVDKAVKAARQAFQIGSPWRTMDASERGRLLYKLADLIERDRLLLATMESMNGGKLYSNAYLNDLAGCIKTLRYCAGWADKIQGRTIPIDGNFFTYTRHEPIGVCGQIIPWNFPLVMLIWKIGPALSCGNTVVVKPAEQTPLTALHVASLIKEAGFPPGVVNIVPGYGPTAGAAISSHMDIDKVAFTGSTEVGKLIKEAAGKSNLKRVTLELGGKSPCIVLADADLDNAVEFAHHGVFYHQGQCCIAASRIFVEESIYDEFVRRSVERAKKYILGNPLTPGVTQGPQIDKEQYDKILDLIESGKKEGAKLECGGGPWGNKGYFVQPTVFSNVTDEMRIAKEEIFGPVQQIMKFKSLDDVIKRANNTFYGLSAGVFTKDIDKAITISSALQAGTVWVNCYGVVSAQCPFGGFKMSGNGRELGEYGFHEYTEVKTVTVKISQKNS
TRb-SRC2 inh = disrupts binding of human TR beta to SRC2. TRbeta-SRC2 peptide binding, fluorescence polarization; receptor liganded with 1 µM T3. Potency, µM (top dose mostly 106 µM), inactives show at the top dose activity change, negative = inhibition, most hits filed as inhibitors. 280,000 tested, 0.065% active. P10828;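 further: plate controls were bound peptide for no effect and peptide without receptor for full effect; nearly all actives have a fitted effect of over 50% in size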
Target sequence (P10828 whole entry, looked up): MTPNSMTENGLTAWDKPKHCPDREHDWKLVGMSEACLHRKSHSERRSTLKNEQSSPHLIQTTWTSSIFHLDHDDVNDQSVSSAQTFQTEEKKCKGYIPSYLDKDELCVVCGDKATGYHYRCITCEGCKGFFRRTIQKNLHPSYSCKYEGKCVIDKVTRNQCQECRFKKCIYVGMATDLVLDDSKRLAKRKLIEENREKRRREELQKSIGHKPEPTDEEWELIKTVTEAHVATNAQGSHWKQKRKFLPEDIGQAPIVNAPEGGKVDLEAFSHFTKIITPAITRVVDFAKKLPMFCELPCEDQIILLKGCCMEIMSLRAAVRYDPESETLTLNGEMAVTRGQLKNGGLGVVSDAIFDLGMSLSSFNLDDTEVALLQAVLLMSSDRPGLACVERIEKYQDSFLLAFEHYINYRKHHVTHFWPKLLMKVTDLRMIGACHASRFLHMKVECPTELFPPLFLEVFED
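Binding of a 20-amino-acid Texas Red SRC2 peptide (20 nM) to TRb ligand-binding domain (0.6 uM) with agonist T3 at 1 uM was followed by fluorescence polarization after a 5 hr room-temperature incubation.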
Tau fluor counter = counter-screen for tau fibril formation inhibitors; Potency, µM (titrated, usually from 57.7 µM), inactives show top-dose activity change, negative = decrease; 280,000 tested, 0.93% active; tau K18 P301L Alexa594 fluorescence, heparin fibrillization; further: nearly all actives have a fitted effect of over 55% in size
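Human tau K18 P301L (15 uM unlabeled, 0.24 uM Alexa 594-labeled) in 100 mM sodium acetate pH 7 with 20 uM heparin, 6 hr at 37 C. ThT 30 uM added, 1 hr ambient; Alexa 594 FP and total fluorescence read at 555/632 nm.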
L3MBTL1 block = L3MBTL1 (human) inhibition; AlphaScreen L3MBTL1–H3K9me1 peptide binding; Potency, µM (doses to about 57.1 µM), without a hit: at the highest dose activity, negative = inhibition, most hits filed as inhibitors; 230,000 tested, 0.66% active; AID 485360; further: nearly all actives have a fitted effect of over 60% in size
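L3MBTL1 50 nM + b-AHA-H3(1-15)K9me1 75 nM, 30 min RT; compound added, 30 min RT; streptavidin donor/Ni-chelate acceptor beads 10 ug/mL each final, 30 min RT dark; AlphaScreen read.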
GLA spleen mod = inhibitors or activators of human alpha-galactosidase in spleen homogenate. human spleen homogenate, 4MU-alpha-Gal fluorescence, 40 min. Potency, µM (top dose mostly 80 µM), without a hit: at the highest dose activity change, negative = inhibition, usual class: inhibitors. 240,000 tested, 0.008% active;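 further: 0% = enzyme with vehicle and -100% = no enzyme basal signal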
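Human spleen homogenate (1 ug) as enzyme source, 4-methylumbelliferyl-alpha-D-galactopyranoside 1 mM final, citrate/phosphate pH 5.0 with 0.01% Tween-20. Compounds 40 min at 37C, NaOH/glycine stop; fluorescence Ex 365/Em 440, Hill-fit AC50.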
Numbers without * were called inactive; ? = inconclusive; / = not tested or not shown; & = joins results of further samples; [ ] = another dose, or the depositor's remark. Unless noted, the call rests on the fitted dose curve; in most records, active means well fitted curve in the direction sought with a large enough effect; inconclusive means small, poorly fitted or top-dose-only effect, or another doubt; inactive means no such curve, though single readings can be large; an effect the other way counts as inactive or inconclusive. Unless noted, on the % scale 0 is the no-effect control and ±100 the full control effect; potency means the concentration at half of the fitted maximal effect.

SMILES | TR SRC2 fluor cs | Tau fibril FP | Tau ThT inhib | ALDH1A1 block | TRb-SRC2 inh | Tau fluor counter | L3MBTL1 block | GLA spleen mod
CCCCC1S/C(=N/N=C/c2ccco2)NC1=O (stereo not given) | 0.7% | 12.3% | -3.7% | 8.7% | -2.2% | 0.8% | -1.8% | 5.3%
CSCCC(NS(=O)(=O)c1ccc2c(c1)oc(=O)n2C)C(=O)N1CCN(c2ccc(C(C)=O)cc2)CC1 (stereo not given) | 5.0% | -11.2% | -11.6% | / | 0.9% | -11.6% | / | /
CCN(CC)CCCNC(=O)c1c(O)c2c([nH]c1=O)CCCC2 | -3.9% | 2.4% | 0.6% | ? | -1.9% | 2.0% | -3.7% | 2.3%
COc1nc2cc(C)ccc2cc1-c1noc(-c2cccnc2)n1 | -2.5% | -3.9% | -12.0% | -7.0% | -3.3% | -6.8% | -4.9% | -5.2%
O=C1OCCN1C(=O)[C@H]1[C@H](c2ccccc2)C(c2ccc(F)cc2)=NN1c1ccc(Br)cc1 | 3.4% | -4.7% | -13.0% | ? | 10.4% | ? | 29.7% | 5.4%
CN(CC(=O)Nc1cccc2ccccc12)C(=O)c1cccc(S(=O)(=O)N(C)C)c1 | 0.2% | -1.4% | / | / | -0.7% | -25.2% | / | 10.8%
O=C(Nc1ccccc1)/C(=C/c1ccc2c(c1)OCO2)NC(=O)c1ccco1 | 6.6% | 1.9% | -3.2% | 5.5% | -7.0% | 1.3% | -1.4% | 9.4%
CN(C(=O)COc1ccccc1)c1nnc(C23CC4CC(CC(C4)C2)C3)s1 | -2.3% | 0.8% | -0.6% | 2.4% | 2.9% | -4.1% | 14.4% | -1.3%
CCC(C)NC(=O)c1c(N)n(/N=C/c2cccnc2)c2nc3ccccc3nc12 (stereo not given) | 1.5% | -1.8% | -12.3% | ? | -7.0% | ? | 2.2% | 2.7%
CCN1CCN(C(=O)C2(NC(=O)Nc3ccccc3Cl)CCCCC2)CC1 | -5.5% | -0.6% | -17.2% | 6.4% | -0.7% | -6.4% | -3.6% | 4.9%
CC1C(=O)Nc2ccc(S(=O)(=O)N3CCCCC3)cc2NC1=O (stereo not given) | -0.2% | -6.0% | 0.2% | / | 3.1% | -9.3% | / | /
Fc1ccc(Nc2nc3nonc3nc2Nc2cccc(C(F)(F)F)c2)cc1 | -3.9% | ? | ? | / | -5.1% | ? | / | /
COc1ccccc1NC(=O)CSc1c2c(nc3ccccc13)CCC2 | -0.8% | -3.5% | -16.9% | 3.2% | 3.0% | -12.4% | 4.3% | 1.0%
OCC1OC(n2nc3ccccc3n2)C(O)C(O)C1O (stereo not given) | -4.0% | 5.3% | 4.6% | 2.8% | -3.8% | 2.9% | -1.8% | 6.1%
Cc1cccc(Cc2cnc(NC(=O)CN3C(=O)/C(=C/c4ccccc4)SC3=S)s2)c1 | 4.1% | -22.1% | -21.4% | 3.0% | 3.0% | ? | / | -16.6%
O=C1OCCC1Sc1nnc(-c2ccc(O)cc2)o1 (stereo not given) | 0.7% | -4.5% | -8.4% | ? | 4.5% | -8.5% | ? | 3.9%
CC(=O)NC1=NN(C(C)=O)C(C)(c2ccc3ccccc3c2)S1 (stereo not given) | 0.2% | 5.2% | 2.5% | 2.1% | 13.5% | -1.7% | 2.5% | -2.1%
CCC1=C2CC[C@H]3C(=O)N(c4ccccc4)C(=O)[C@H]3[C@H]2[C@@]2(C)C(=NCC3CC3)OC(=O)N2C1=O | -9.0%&-0.6% | 6.5%&-1.7% | -9.2%&-2.6% | 6.5% | 2.7%&-1.7% | 0.6%&9.4% | / | 5.9%&-7.4%
O=c1[nH]c(CN2CCN(C/C=C/c3ccccc3)CC2)nc2ccccc12 | 1.1% | -2.8% | -13.3% | -4.3% | 2.6% | -5.6% | 13.2%[11.4 µM] | 7.2%
CCOCCCNC(=O)C(Cc1ccccc1)NS(=O)(=O)c1cccc2nsnc12 (stereo not given) | -0.6% | -12.5% | 0.4% | 5.8% | -7.7% | -4.1% | / | -8.6%
CCOc1ccc(/C(C)=N/N2C(=O)C(CC(=O)Nc3ccc(OC)cc3[N+](=O)[O-])SC2=Nc2cccc(C)c2C)cc1 (stereo not given) | 1.3% | 2.2% | 3.3% | 14.1µM* | -3.1% | -0.2% | -9.6% | -2.6%
Cn1c(-c2ccccc2)cc(=O)c2ccccc21 | -1.9% | -2.2% | -2.2% | 0.2% | -3.8% | 6.8% | 7.6% | -4.5%
CCNCc1cc(OCC)c(OCC(=O)NCCc2ccccc2)cc1Cl | -8.7% | 4.7% | -1.9% | -4.6% | -1.1% | -3.3% | 23.0% | 9.9%
COc1cccc(-c2nn(C)c3sc(C(=O)NCc4ccc(C)cc4)cc23)c1 | -1.6%&-5.1% | -18.8%&-8.7% | 1.5%&-2.5% | 13.3% | -5.2%&-4.8% | ? | / | -4.2%
COC(=O)Cn1ncc2c(C)n(Cc3ccccc3)c(C)c2c1=O | 2.6% | ? | 11.4% | -15.6% | -13.1% | 13.7% | -5.9% | 1.7%
Cc1nn2c(=O)cc(COC(=O)c3cccc(NC(=O)c4ccc(C(C)(C)C)cc4)c3)nc2s1 | -0.9% | 1.1% | -11.7% | / | -5.7% | -15.8% | / | /
O=[N+]([O-])c1ccccc1N/N=C\c1ccccc1F | -2.8% | 4.6% | ? | 2.4% | -5.7% | -2.7% | ? | -12.0%
COc1ccc(CNC(=O)Cn2cnc3c(=O)n(C)c(=O)n(C)c32)cc1 | -1.6% | ? | 0.1% | -9.4% | -24.0% | -6.6% | 5.8% | 4.5%
CC(=O)n1cc(Nc2ccc([N+](=O)[O-])cc2)c2ccccc21 | -2.8% | 5.9% | ? | ? | 0.7% | ? | 2.8% | -0.5%
COc1ccc2c(c1)c(N1CCCC1=O)c(C(=O)Nc1ccc(OC)c(Cl)c1)n2C | -1.3% | ? | -6.9% | / | 3.4% | -16.6% | / | /
CCCOc1ccc(N2C(=O)CC(SCc3nc4ccccc4[nH]3)C2=O)cc1 (stereo not given) | -1.3%[53 µM] | -5.5% | -14.6% | 15.8µM* | -3.7%[53 µM] | -4.4% | -3.7% | -3.6%
C=CCN(c1ccc(F)cc1)S(=O)(=O)c1cc(C(=O)OCC(=O)N(C)C2CCS(=O)(=O)C2)ccc1Cl (stereo not given) | -0.9% | -2.3% | / | / | -5.3% | -11.3% | / | -4.9%
O=C(Nc1ccc2nc(-c3ccccc3)oc2c1)c1ccco1 | -4.9% | ? | -16.4% | -9.7% | 1.5% | ? | / | 4.4%
COc1cccc(C2CC(c3ccc(Br)cc3)=NN2C(=O)c2ccncc2)c1OC (stereo not given) | -2.4% | -7.8% | -18.1% | ? | -9.3% | -12.1% | / | 8.5%
CCCOc1ccc(CNC(=O)Cn2c(=O)oc3ccccc32)cc1 | -0.6%&1.1% | 8.0%&2.3% | -0.1%&-6.9% | -6.2% | 6.2%&10.0% | -7.0%&-7.1% | 5.1% | 2.6%
CC1=CC2=NC(=O)/C(=C/c3coc4ccccc4c3=O)C(=N)N2O1 | -3.6% | -2.1% | ? | / | 2.9% | -16.7% | 1.1% | 1.5%
Cc1cccc(NC(=O)c2cn(-c3ccccc3)nc2-c2ccccc2)c1 | 2.6% | ? | 4.9% | ? | -5.8% | -29.3% | 8.7% | 5.1%
NC1=NC(=O)/C(=C\c2ccc(O)c([N+](=O)[O-])c2)S1 | -11.6% | 7.6% | ? | -16.4% | 11.7% | -4.6% | 0.4% | 2.5%
C=C(C)Cn1c(=O)c2c(nc3n2CCN3c2ccc(CC)cc2)n(C)c1=O | 3.8% | -10.2% | -17.1% | / | 5.4% | -14.1% | / | /
CC(=O)c1ccc(S(=O)(=O)Nc2ccc(-c3cn4c(C)csc4n3)cc2)cc1 | 0.5% | 5.4% | ? | / | 0.3% | ? | / | /
O=C(CSc1nnc(CNc2ccccc2)o1)N1CCCc2ccccc21 | 1.5% | -3.2% | ? | 8.91µM* | -5.2% | -13.4% | -1.8% | -11.1%
O=C(CSc1nnc(Cc2ccccc2)o1)N1CCOCC1 | 2.1% | ? | -3.4% | 2.5% | -2.4% | -1.7% | -0.4% | -2.0%
COc1ccc(N2C(=O)[C@@H]3[C@H](C2=O)[C@H](C(=O)c2ccc(OC(C)=O)cc2)N2N=CC=C[C@@H]32)cc1 | -1.8% | -5.3% | ? | ? | 8.7% | -16.2% | -4.9% | -4.0%
Nc1ccc2nc(C(F)(F)F)[nH]c2c1 | -1.2% | -3.7% | ? | -4.3% | 0.2% | -10.1% | -3.0% | -9.5%
COc1cc(C2C3=C(Nc4ncnn42)c2ccccc2CC3)cc(OC)c1OC (stereo not given) | -1.5% | ? | ? | -4.6% | 1.2% | ? | -2.1% | 1.8%
COC(=O)[C@H](Cc1ccccc1)NC(=O)NCc1ccccc1OC | 0.4% | 0.0% | -9.0% | 3.4% | -6.3% | -8.1% | / | 6.6%
Cc1ccc(NC(=O)c2cccs2)cc1 | -1.4% | 8.3% | -15.7% | 5.8% | 3.3% | -3.8% | / | 1.6%
COn1c(-n2nc(C)cc2C)nc2ccccc2c1=O | 0.2% | -3.7% | -6.9% | ? | 6.4% | -7.3% | -3.8% | -0.2%

Two records picked at random from those above:
SMILES | TR SRC2 fluor cs | Tau fibril FP | Tau ThT inhib | ALDH1A1 block | TRb-SRC2 inh | Tau fluor counter | L3MBTL1 block | GLA spleen mod
COn1c(-n2nc(C)cc2C)nc2ccccc2c1=O | 0.2% | -3.7% | -6.9% | ? | 6.4% | -7.3% | -3.8% | -0.2%
Cc1ccc(NC(=O)c2cccs2)cc1 | -1.4% | 8.3% | -15.7% | 5.8% | 3.3% | -3.8% | / | 1.6%

Some values from the list.
Reading of Cc1ccc(NC(=O)c2cccs2)cc1 under TRb-SRC2 inh: 3.3%
Reading of COc1cc(C2C3=C(Nc4ncnn42)c2ccccc2CC3)cc(OC)c1OC (stereo not given) under TRb-SRC2 inh: 1.2%
Reading of Nc1ccc2nc(C(F)(F)F)[nH]c2c1 under GLA spleen mod: -9.5%
Reading of O=C(CSc1nnc(Cc2ccccc2)o1)N1CCOCC1 under ALDH1A1 block: 2.5%
